# Bioassay records as filed in PubChem.
# DDE Tn6 FP inh: inhibitors of Tn6 peptide binding to fibrin DD(E), primary screen, biochemical, fluorescence polarization, human fibrin, Tn6 probe; inhibition, % at 8.3 µM; AID 720509, 2013; Fibrin DD(E) TRITC-Tn6 fluorescence polarization displacement; actives 0.21% (n = 370,000);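 active = inhibition above a per-campaign cutoff: mean of compounds within control limits plus 3 SD, cut at about 15% in these data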;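 note: 0% = median of all compound wells on the plate and 100% = blocking peptide control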
# Target sequence (P02675 whole entry, looked up): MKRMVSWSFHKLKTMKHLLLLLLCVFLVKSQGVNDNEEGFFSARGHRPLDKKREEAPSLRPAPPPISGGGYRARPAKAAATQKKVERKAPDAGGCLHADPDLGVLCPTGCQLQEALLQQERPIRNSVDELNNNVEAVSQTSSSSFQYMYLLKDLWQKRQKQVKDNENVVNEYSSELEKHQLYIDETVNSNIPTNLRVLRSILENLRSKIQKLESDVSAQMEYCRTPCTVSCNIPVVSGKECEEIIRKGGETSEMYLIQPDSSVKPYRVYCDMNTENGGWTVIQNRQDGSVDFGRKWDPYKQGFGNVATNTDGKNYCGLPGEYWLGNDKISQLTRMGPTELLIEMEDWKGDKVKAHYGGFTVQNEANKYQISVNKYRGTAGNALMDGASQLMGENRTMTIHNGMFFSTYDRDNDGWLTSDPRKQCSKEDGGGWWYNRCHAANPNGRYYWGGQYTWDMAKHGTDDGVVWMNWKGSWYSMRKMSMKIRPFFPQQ
# PRMT1 FP inh: PRMT1 methyltransferase inhibitors, primary screen, biochemical, fluorescence polarization; Protein arginine N-methyltransferase 1 (Homo sapiens), Q99873; recombinant PRMT1, activity-based probe fluorescence polarization; inhibition, % at 2.79 µM; actives 1.3% (n = 370,000); AID 652257, 2013;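 active = inhibition above about 21% made by adding two undisclosed values, limit read from the data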
# LEDGF integ inh: blockers of LEDGF/p75-dependent integrase strand transfer – biochemical, TR-FRET, high throughput, primary screen; TR-FRET IN-LEDGF/p75 DNA integration, Eu/Cy5; inhibition, % at 3.7 µM; actives 0.64% (n = 370,000); AID 743269, 2014;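 active = inhibition above the screen-wide mean plus 3 SD, cut at about 13% in these data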;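 note: signal is the Cy5 over europium emission ratio at 671 and 618 nm; 0% = plate median of compound wells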
# UHRF1 binding: UHRF1 methylated DNA binding inhibitors, primary screen, counter-screen for MBD2 inhibitor project, biochemical, TR-FRET, human UHRF1, single concentration | E3 ubiquitin-protein ligase UHRF1 (Homo sapiens), Q96T88 | UHRF1 binding to methylated oligo | actives 0.75% (n = 370,000) | inhibition, % at 4.4 µM; in the data active = inhibition above about 21%;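 note: UHRF1 SRA domain binding a hemimethylated CpG hairpin DNA probe; 0% = median of test compound wells and 100% = reference inhibitor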
# Tn7 DDE FP: inhibitors of Tn7 peptide binding to fibrin DD(E), primary screen, biochemical, fluorescence polarization, human fibrin, Tn7 probe; FP displacement of FITC-Tn7 peptide from fibrin DD(E); 0% = median of compound wells per plate; inhibition, % at 8.3 µM; Fibrinogen beta chain (Homo sapiens), P02675; AID 720508, 2013; actives 0.13% (n = 370,000);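 active = inhibition above the mean of compounds falling within the control limits plus 3 SD of them, cut at about 14% in these data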;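 note: 0% = plate median of compound wells and 100% = 10 µM Aha-Tn7 peptide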
#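 Assay system: Fibrin-DD(E) protein isolated from polymerized human fibrin clots; read-out basis: percent inhibition; medium: Tris/NaCl/CaCl2 buffer, pH 7.8; signal: FP measurement; incubation: 10 min plus 3 h, room temperature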
# proKLK7 act: proKLK7 zymogen activators, primary screen, biochemical, fluorescence intensity. actives 0.9% (n = 370,000). activation, % at 7 µM. purified proKLK7, EDANS-DABCYL substrate fluorescence; 100% is mature enzyme control, 0% vehicle. AID 652039, 2013. Kallikrein-7 (Homo sapiens), P49862;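 active = activation above the mean of all tested compounds plus 3 SD, computed per campaign excluding outliers beyond control limits, cut at about 13% in these data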
# SIAE primary: human SIAE inhibitors, primary screen, biochemical, fluorescence polarization, FP-Rh probe, 1536-well HTS; SIAE FP-Rh probe binding; Sialate O-acetylesterase (Homo sapiens), Q9HAT2; AID 1053197, 2014; inhibition, % at 9.66 µM; actives 0.69% (n = 370,000);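 active = inhibition above a cutoff: mean of compounds within the control limits plus 3 SD of those, cut at about 17% in these data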;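 note: 0% = plate median of compound wells and 100% = probe without SIAE protein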
# MBD2 inh: inhibitors of MBD2 binding to methylated DNA, primary screen, biochemical, TR-FRET, DNA-binding domain, human; MBD2 binding to methylated oligonucleotide; inhibition, % at 4.4 µM; actives 0.31% (n = 370,000); AID 686964, 2013; in the data active = inhibition above about 13%
# Target sequence (Q9UBB5 whole entry, looked up, the tested form may be a part): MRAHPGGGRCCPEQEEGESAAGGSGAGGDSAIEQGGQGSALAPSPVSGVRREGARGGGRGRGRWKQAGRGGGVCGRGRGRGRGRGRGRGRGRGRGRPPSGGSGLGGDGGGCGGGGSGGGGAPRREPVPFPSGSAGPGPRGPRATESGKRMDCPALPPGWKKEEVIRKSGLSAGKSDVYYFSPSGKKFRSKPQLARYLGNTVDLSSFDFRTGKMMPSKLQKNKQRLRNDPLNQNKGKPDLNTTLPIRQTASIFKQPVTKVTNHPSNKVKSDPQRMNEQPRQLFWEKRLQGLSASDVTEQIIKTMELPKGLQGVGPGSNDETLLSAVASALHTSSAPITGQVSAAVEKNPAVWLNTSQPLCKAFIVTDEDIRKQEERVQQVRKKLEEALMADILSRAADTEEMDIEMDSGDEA
# TCR-CD3 inh: inhibitors of human TCR-CD3 interaction, primary screen, biochemical, fluorescence, TAMRA-labeled TCR probe; T-cell receptor (TCR); inhibition, % at 9.4 µM; actives 0.37% (n = 360,000); AID 651800, 2012; in the data active = inhibition above about 19%;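 note: recombinant mutant TCR 2C K166C tagged with TAMRA read by polarization; 0% = receptor in buffer alone and 100% = receptor with positive control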
# TDP2 inh: human TDP2 enzyme inhibitors, primary screen, biochemical, epi absorbance, recombinant enzyme. AID 720702, 2013. Tyrosyl-DNA phosphodiesterase 2 (Homo sapiens), O95551. inhibition, % at 12.8 µM. T5PNP hydrolysis, p-nitrophenol absorbance 415 nm. actives 0.34% (n = 370,000);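 active = inhibition above the mean of all tested compounds plus 3 SD, set per campaign, cut at about 25% in these data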;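 note: 0% = DMSO with enzyme and 100% = buffer with substrate but no TDP2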
#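 Assay system: recombinant human TDP2 / Reagent: T5PNP substrate at 5 mM, a TopII-DNA adduct mimic / Measured by: epi absorbance from released p-nitrophenol / Evaluation: % inhibition relative to enzyme-containing and enzyme-free wells / Control set: enzyme-free and DMSO wells / Replicates: each compound tested once, singlicate / Schedule: enzyme reaction with compound for 2 h at 37 °C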
# The depositor's hits bear a star; . = not tested or not shown.
SMILES,DDE Tn6 FP inh,PRMT1 FP inh,LEDGF integ inh,UHRF1 binding,Tn7 DDE FP,proKLK7 act,SIAE primary,MBD2 inh,TCR-CD3 inh,TDP2 inh
Cc1ccc2nc3[nH]c(=O)[nH]c(=O)c3c(N)c2c1,11,2,1,2,1,6.8,-5,5,5,2
N#Cc1nc(-c2ccc(F)cc2)oc1NCc1cccc2c1OCO2,-7,7,6,5,0,-3.6,5,-1,-1,-11
O=CN1CCN(C(=O)C2CCN(c3ncnc4c3sc3cccc(F)c34)CC2)CC1,-2,-1,0,-2,9,0.8,6,-5,.,-7
CCN(CC)CCNC(=O)COc1ccc(Cl)cc1Cl,-2,1,1,-1,-8,0.0,3,4,-2,6
COc1ccc(S(=O)(=O)N(C)C[C@H]2Oc3ccc(NC(=O)Nc4c(C)noc4C)cc3C(=O)N([C@H](C)CO)C[C@@H]2C)cc1,-7,-2,-4,3,0,1.0,10,-3,1,-2
Cc1ccc2occ(/C=C/C(=O)c3ccccc3O)c(=O)c2c1,-1,1,-5,1,4,0.0,0,2,-3,-3
COc1cc(N=Nc2ccc3ccccc3c2)ccc1O,-9,6,2,2,0,-0.6,9,-3,-6,-2
COc1ccc(CN2CCN(C3CCOCC3)CC2CCO)c(C)c1C (stereo unspecified),-2,0,4,-1,-8,0.1,3,-5,12,6
Cc1ccc(-c2nc3c4ccccc4ccn3c2Cc2ccccc2)cc1,2,4,1,21*,4,-1.4,-10,8,-4,7
O=C1N[C@@H](Cc2ccccc2)COC(=O)[C@H](Cc2ccc(F)cc2)C/C=C\C[C@H]1CC(=O)N(CCO)Cc1ccccc1,2,-2,0,-4,-2,0.5,6,-3,1,-2
Cc1ccccc1C(=O)c1cccn1CC(=O)NCc1ccccc1Cl,0,3,-1,1,-5,1.0,-4,0,-1,-4
O=C(Nc1nccs1)C(NS(=O)(=O)c1ccc(Br)s1)c1ccccc1 (stereo unspecified),-5,1,1,-2,4,0.0,-1,3,0,2
CC1(C(=O)O)CCC(C(=O)NC2CCCCC2)C1(C)C (stereo unspecified),-2,3,1,-3,-8,0.6,1,0,3,6
Cc1ccc(/C=C/C(=O)N2CCc3ccccc3C2)cc1,-9,-4,4,-3,-7,-0.3,-5,3,-3,-2
COc1ccc(NC(=S)Nc2ncccc2C)cc1OC,-3,6,-5,-2,4,0.0,-1,-2,0,-8
COc1cc(Cl)c(CNC[C@H]2O[C@@H](n3cnc4c(=O)[nH]c(N)nc43)[C@H](O)[C@@H]2O)c(Cl)c1O,1,-5,0,-3,-1,-0.9,7,2,6,1
COc1ccc(C(=O)OCn2nnc3ccccc3c2=O)cc1[N+](=O)[O-],0,5,0,0,5,0.0,-6,-3,-3,3
COCCCNC(=O)c1ccc(CS(=O)(=O)c2ccc(Br)cc2)o1,-5,0,0,-2,3,0.6,15,-3,-4,0
COc1c(NC(C)=O)c2ccccc2c2ccccc12,4,-4,-3,-5,3,-0.1,0,-3,0,-13
CCOC(=O)c1cc2[nH]c3ccccc3c2[n+](-c2ccc([N+](=O)[O-])cc2)c1N,-2,-2,3,-1,-2,-0.3,-2,-10,-4,6
COc1cc2[nH]c(-c3ccc(C)cc3)cc(=O)c2cc1OC,7,-2,0,0,7,4.9,2,-2,4,0
CCOC(=O)Cn1c(CN(Cc2ccccc2)Cc2ccccc2)nc2c1c(=O)[nH]c(=O)n2C,-10,-4,2,-3,-3,-0.2,-4,0,5,-12
CC1CCCN(Cc2ccc(OCc3ccccc3)cc2)C1 (stereo unspecified),7,-3,3,-2,4,0.3,-1,-1,5,6
O=C(COC(=O)c1ccc(Br)o1)Nc1ccc(F)cc1[N+](=O)[O-],-1,-1,-3,-2,6,-0.3,10,-4,-5,5
O=C(Cc1c(F)cccc1Cl)NNC(=O)c1ccc(Br)s1,-2,-2,2,-5,1,-0.2,8,-6,3,0
CN(C1CCCCC1)S(=O)(=O)c1ccc(=S)[nH]c1,4,11,2,0,-6,0.8,-3,-1,9,4
COc1cccc(NC(=O)CCS(=O)(=O)c2cccs2)c1,-3,3,3,1,2,-0.5,0,-2,-4,2
Cc1cc(Cl)c(S(=O)(=O)NC(C(=O)O)C(C)C)cc1OCC(=O)NC1CCCCC1 (stereo unspecified),10,0,6,-1,0,-0.1,11,-6,-1,-2
CCc1ccc(OCCOCC(O)CN(CCO)CCO)cc1 (stereo unspecified),2,0,0,-2,9,0.1,0,-2,5,-12
Cc1cc(NC(=O)CSc2nnc(NC(=O)C3CC(=O)N(c4ccccc4)C3)s2)no1 (stereo unspecified),10,0,0,-2,1,-0.5,-2,3,-1,7

# Other results
# Results follow in this order: DDE Tn6 FP inh | PRMT1 FP inh | LEDGF integ inh | UHRF1 binding | Tn7 DDE FP | proKLK7 act | SIAE primary | MBD2 inh | TCR-CD3 inh | TDP2 inh
> O=C1C2C3C=CC(C4CC34)C2C(=O)N1/N=C/c1ccc(-c2ccc(Cl)cc2[N+](=O)[O-])o1 (stereo unspecified)
  0 | -1 | 1 | -1 | -8 | 0.0 | 6 | -4 | 10 | -1
> OCCn1nc2c3ccccc3nc-2n(-c2ccccc2)c1=S
  -2 | 7 | -2 | -1 | 5 | 1.3 | 3 | 0 | 0 | 4
> Cc1cc(C)c(C)c(S(=O)(=O)NCC(=O)NCC2CCCCC2)c1C
  0 | -2 | 1 | -1 | 7 | -0.3 | 4 | 2 | 4 | 6
> O=C1OCCC1Sc1nnc(-c2ccccc2)o1 (stereo unspecified)
  -5 | 5 | 2 | 7 | 1 | -0.4 | -3 | 1 | 1 | -3
> COc1ccc(/C=N/NC(=O)C(=O)N2CCCC2)cc1
  0 | -6 | 5 | 0 | -2 | 0.6 | 5 | -3 | 0 | 11
> Cc1csc(NC(=O)c2cc3c(s2)-c2ccccc2OC3)n1
  4 | -3 | -2 | 0 | 0 | -602 | -5 | -3 | 8 | -2
> CCC(C)NC(=O)C1CCN(CCCc2ccccc2)CC1 (stereo unspecified)
  -3 | -4 | 11 | 2 | -4 | -0.9 | 0 | -5 | -12 | -6
> COc1ccccc1N1CCN(/N=C\c2sccc2C)CC1
  1 | 1 | 2 | 0 | -1 | -0.1 | 11 | 0 | 2 | 4
> COc1cccc(-c2nnn(CC(=O)O)n2)c1
  2 | -4 | 3 | -2 | 3 | 1.2 | 9 | -4 | -4 | 7
> Cc1cccc(N2CCN(C(=O)c3ccc4c(c3)NC(=O)C(CSCc3cccc(F)c3)N4)CC2C)c1 (stereo unspecified)
  4 | 13 | 3 | -4 | -3 | 1.5 | 4 | -7 | 3 | 5
> CCCc1cc(=O)[nH]c(SCC(=O)c2cc(C)n(-c3c(C)n(C)n(-c4ccccc4)c3=O)c2C)n1
  -4 | -7 | 3 | -1 | 5 | 0.5 | 0 | -6 | 1 | 22
> COc1ccc2c(c1)C(C)=CC(C)(C)N2C(=O)CN1C(=O)CCC1=O
  10 | 1 | 3 | -1 | -2 | -0.2 | -3 | 1 | -3 | 5
> COc1ccc(OC)c(NC(=O)CSc2sc3c(O)cc(=O)[nH]c3c2C#N)c1
  -2 | 26* | 0 | 10 | 3 | -0.7 | -8 | -1 | 6 | -1
> CCc1c(C)nc2ncnn2c1N1CCCC(C(=O)Nc2cc(F)ccc2C)C1 (stereo unspecified)
  4 | 2 | -3 | 0 | -1 | -0.3 | 4 | -3 | -1 | -5
> O=Cc1ccc(OCc2cccc(C(F)(F)F)c2)cc1O
  -4 | 4 | 6 | 0 | 4 | -14 | -2 | 6 | -7 | -2

# Entries of single compounds, looked up by structure:
# `CCCc1cc(=O)[nH]c(SCC(=O)c2cc(C)n(-c3c(C)n(C)n(-c4ccccc4)c3=O)c2C)n1` is listed as DDE Tn6 FP inh: -4; PRMT1 FP inh: -7; LEDGF integ inh: 3; UHRF1 binding: -1; Tn7 DDE FP: 5; proKLK7 act: 0.5; SIAE primary: 0; MBD2 inh: -6; TCR-CD3 inh: 1; TDP2 inh: 22
# `O=Cc1ccc(OCc2cccc(C(F)(F)F)c2)cc1O` is listed as DDE Tn6 FP inh: -4; PRMT1 FP inh: 4; LEDGF integ inh: 6; UHRF1 binding: 0; Tn7 DDE FP: 4; proKLK7 act: -14; SIAE primary: -2; MBD2 inh: 6; TCR-CD3 inh: -7; TDP2 inh: -2
# `O=C1C2C3C=CC(C4CC34)C2C(=O)N1/N=C/c1ccc(-c2ccc(Cl)cc2[N+](=O)[O-])o1` (stereo unspecified) is listed as DDE Tn6 FP inh: 0; PRMT1 FP inh: -1; LEDGF integ inh: 1; UHRF1 binding: -1; Tn7 DDE FP: -8; proKLK7 act: 0.0; SIAE primary: 6; MBD2 inh: -4; TCR-CD3 inh: 10; TDP2 inh: -1

# (list continues)
# Results follow in this order: DDE Tn6 FP inh | PRMT1 FP inh | LEDGF integ inh | UHRF1 binding | Tn7 DDE FP | proKLK7 act | SIAE primary | MBD2 inh | TCR-CD3 inh | TDP2 inh
> CCN(CC)CCN1C(=O)c2oc3ccc(F)cc3c(=O)c2C1c1ccncc1 (stereo unspecified)
  4 | 0 | 1 | -3 | 7 | 1.3 | 2 | -2 | 3 | -5
> COc1cccc(Nc2nnc(SCC(=O)N3CC(=O)Nc4ccccc43)s2)c1
  -1 | 4 | -6 | 2 | 1 | 0.5 | -2 | 3 | -7 | 3
> O=S(=O)(Nc1ccc2oc(-c3ccccc3)nc2c1)c1ccccc1
  -6 | 0 | 9 | 9 | -7 | -13 | -12 | -4 | -6 | -13
> N/C(COc1cccc(C(F)(F)F)c1)=N\NC(=O)c1cccnc1Oc1ccccc1
  -4 | 1 | -2 | -2 | 2 | -0.4 | 0 | -7 | 3 | -1
> COc1ccc(/C=C(\NC(=O)c2ccc(OC)cc2)C(=O)Nc2cccc(C(=O)O)c2)cc1
  3 | 4 | -7 | 5 | 1 | 0.5 | -7 | 3 | -3 | -2

# Entries listed above shown as hits in PRMT1 FP inh.
SMILES | DDE Tn6 FP inh | PRMT1 FP inh | LEDGF integ inh | Tn7 DDE FP | proKLK7 act | SIAE primary | MBD2 inh | TCR-CD3 inh | TDP2 inh
COc1ccc(OC)c(NC(=O)CSc2sc3c(O)cc(=O)[nH]c3c2C#N)c1 | -2 | 26* | 0 | 3 | -0.7 | -8 | -1 | 6 | -1
